High-throughput results as filed in PubChem BioAssay.
Lipid storage S3: qHTS Assay for Lipid Storage Modulators in Drosophila S3 Cells | hit rate 0.64% among 320,000 | AID 2685 | lipid storage change, negative = inhibition, % at the top dose, mostly 46.1 µM; hits show Potency in µM | Drosophila S3 cells, BODIPY lipid droplet fluorescence, 18-24 h; cells fed with added oleic acid; active means well fitted inhibition curve with a large enough effect in the signal ratio, with a control signal flat, not every such curve was filed as active; inconclusive means small, poorly fitted or top-dose-only effect, or effect the other way, or a change in a side signal; the % refers to the signal ratio
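Drosophila S3 cells got compounds at several concentrations plus oleic acid (400 uM solution). Laser-scanning cytometry with 488 nm excitation read lipid droplets at 500-530 nm and cells at 575-640 nm. Percent activity was relative to 20 uM Triacsin C.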
Lipid storage S3 cell count max: also measured in Lipid storage S3; calls as there; cell number change, %; measured here: cell count max response;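 cells counted by Cell Tracker Red CMTPX staining in the red channel; peak over a dose series mostly up to 46.1 µM; percent activity relative to internal control wells on each plate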
* marks the source's active call; other numbers are inactive results; i = inactive; ? = inconclusive; . = not tested or not shown; [ ] = remark or other dose. On the % scale 0 is the no-effect control and ±100 the full control effect; potency means the concentration at half of the fitted maximal effect.

SMILES | Lipid storage S3 | Lipid storage S3 cell count max
O=C(Nc1cccc(C2OCCCO2)c1)c1cccs1 | 7% | 6
CCOCCCNC(=O)C(c1ccccc1)N(Cc1cccs1)C(=O)CNC(C)=O (stereo unspecified) | 20% | 5
CC(C)c1ccc(C(CC(=O)O)NC(=O)c2cccs2)cc1 (stereo unspecified) | ? | .
CCc1ccccc1NC(=O)COc1ccc2oc(-c3ccc(OC)cc3)cc(=O)c2c1 | -2% | -9
CCOC(=O)CN1C(=O)N[C@H](c2ccc(Br)cc2)C(C(C)=O)=C1C | ? | .
CCOC(=O)N1CCN(C(=O)C2CCC(=O)N(CCCc3ccccc3)C2)CC1 (stereo unspecified) | -45% | -6
O=C1C=C(c2ccc(Cl)nc2)C[C@@H](c2ccc3c(c2)OCO3)C1 | ? | .
COc1ccc(C)cc1NC(=O)COC(=O)c1c(C)nn(-c2ccccc2)c1C | i | 23
Cc1noc(C)c1S(=O)(=O)N1CCC(C(=O)O)CC1 | ? | .
OC1(C2(O)CC(c3ccccc3)ON2)CCCCC1 (stereo unspecified) | ? | .
CCC(SC1=N/C(=C/c2ccccc2)C(=O)N1c1ccccc1)C(=O)Nc1cc(C)on1 (stereo unspecified) | -1% | -10
COc1cc2c(cc1OC)C(c1ccc(C(F)(F)F)cc1)CC(=O)N2 (stereo unspecified) | i | -22
CN(C(=O)c1ccco1)c1nc2c(s1)CCCC2 | i | 26
CCOC(=O)Nc1c(C(=O)OC)[nH]c2cccc(OC)c12 | ? | .
CCOc1ccc(N(CC(=O)N/N=C/c2ccc(OC(C)C)cc2)S(C)(=O)=O)cc1 | ? | .
CCc1c(C)nc(N2CCN(c3ccc(F)cc3)CC2)[nH]c1=O | ? | .
CCOC(=O)C[n+]1ccc2c([nH]c3ccccc32)c1C | 1% | -7
CCC(C)c1ccccc1NC(=O)COc1ccc(-c2nnco2)cc1 (stereo unspecified) | ? | .
NC(=O)COc1ccc(C(=O)NCC2(N3CCOCC3)CCCCC2)cc1 | ? | .
COc1ccccc1-c1ccc(/C=C2/C=C(C)OC2=O)o1 | 21% | 17
Cc1[nH]nc2c1-c1nc3ccccc3nc1C(C)(C)C2 | ? | .
COc1ccc(N(CC(=O)Nc2ccc(C(N)=O)cc2)S(=O)(=O)c2ccc(C)c([N+](=O)[O-])c2)cc1 | 2% | -1
COC(=O)c1ccc(/C=N/NC(=O)CC(=O)NCc2cccnc2)cc1 | i | .
Cc1ccc(C)n1-n1cnc2sc3c(c2c1=O)CCC3 | 3% | -7
Cc1ccc(NC(=O)COC(=O)CCc2c[nH]c3ccccc23)c(C)c1 | 6% | -3

Later entries.
SMILES | Lipid storage S3 | Lipid storage S3 cell count max
CCCCNC(=O)c1sc2nc(C)cc(COC)c2c1-n1cccc1 | ? | .
CCOC(=O)C1(C/C(C)=N/NC(N)=O)CC(C)(C)OC1=O (stereo unspecified) | -6% | -14
CCC(=O)Oc1cccc(C(=O)Nc2ccc(-c3nnc(-c4ccco4)o3)cc2)c1 | ? | .
Cc1ccc(OCC(=O)NNC(=O)Cc2ccc(S(=O)(=O)N3CCOCC3)s2)cc1 | ? | .
CC(C)CNC(=O)CSc1nnc(-c2ccccn2)n1Cc1ccccc1 | 1% | -1
c1cc(-c2nnc3n2CCCCC3)ccn1 | -3% | 0
CCS(=O)(=O)CCSc1nc2ccccc2s1 | ? | .
CSc1ccccc1Nc1ncnc(N)n1 | -6% | 19
COc1cc2c(cc1OC)C1O[C@](CCCCN3C(=O)c4ccccc4C3=O)(C2)Oc2c1c(=O)oc1ccc(F)cc21 | 17%[9.22 µM] | -6
COc1cccc(NC(=O)Nc2cccn(Cc3ccccc3)c2=O)c1 | 0% | -22
O=C(CC1C(=O)NCCN1Cc1ccc(-c2ccccc2)cc1)NCc1ccccc1 (stereo unspecified) | 1% | -9
CC(C)(C)c1nnc(N/N=C/c2ccc(Br)cc2)n(N)c1=O | 3% | -20
CCN(CC)c1ccc(NC(=O)CSc2n[nH]c(-c3ccco3)n2)cc1 | ? | .
Cc1ccc2cc(/C=N/NC(=O)c3ccccc3O)c(Cl)nc2c1 | -5% | -2
CC(C)c1ccc(NC(=O)COC(=O)c2ccc(CN3CCCC3=O)cc2)cc1 | ? | .
CCCC/C=C1\CCc2c([nH]c3ccccc23)C1=O | 8% | 2
Cc1ccc(NC(=O)C2CCCN2C(=O)NC2CCCCC2)c(C)c1 (stereo unspecified) | 1% | 6
Cc1ccc(-c2nnc(Oc3ccc(NC(=O)c4ccccc4)cc3)c3ccccc23)cc1 | 6% | 0
NC(=O)CN1CCN(C(=O)Nc2ccccc2)CC1 | ? | .
COc1ccc(Nc2nc(N)nc(CSC(=S)N3CCCCC3)n2)cc1 | ? | .
CC(C)CC(=O)Nc1ccccc1-c1nnn(CC(=O)N2CCOCC2)n1 | ? | .
COC(=O)c1c(NC(=O)CSc2nnc(C)c(=O)[nH]2)sc(C)c1C | -1% | -16
O=C1CCCC(NCCCCCCNC2=C([N+](=O)[O-])C(=O)CCC2)=C1[N+](=O)[O-] | ? | .
Cc1c(O)c(=O)n(-c2ccccc2)n1C | 11% | 15
CCOC(=O)c1nn(-c2ccc(C)cc2)c(=O)cc1OCC(=O)N1CCN(c2ccccc2)CC1 | ? | .

Another view of 16 compounds above:
| Lipid storage S3 | Lipid storage S3 cell count max | SMILES |
| --- | --- | --- |
| ? | . | CCCCNC(=O)c1sc2nc(C)cc(COC)c2c1-n1cccc1 |
| -6% | -14 | CCOC(=O)C1(C/C(C)=N/NC(N)=O)CC(C)(C)OC1=O (stereo unspecified) |
| ? | . | CCC(=O)Oc1cccc(C(=O)Nc2ccc(-c3nnc(-c4ccco4)o3)cc2)c1 |
| ? | . | Cc1ccc(OCC(=O)NNC(=O)Cc2ccc(S(=O)(=O)N3CCOCC3)s2)cc1 |
| 1% | -1 | CC(C)CNC(=O)CSc1nnc(-c2ccccn2)n1Cc1ccccc1 |
| -3% | 0 | c1cc(-c2nnc3n2CCCCC3)ccn1 |
| ? | . | CCS(=O)(=O)CCSc1nc2ccccc2s1 |
| -6% | 19 | CSc1ccccc1Nc1ncnc(N)n1 |
| 17%[9.22 µM] | -6 | COc1cc2c(cc1OC)C1O[C@](CCCCN3C(=O)c4ccccc4C3=O)(C2)Oc2c1c(=O)oc1ccc(F)cc21 |
| 0% | -22 | COc1cccc(NC(=O)Nc2cccn(Cc3ccccc3)c2=O)c1 |
| 1% | -9 | O=C(CC1C(=O)NCCN1Cc1ccc(-c2ccccc2)cc1)NCc1ccccc1 (stereo unspecified) |
| 3% | -20 | CC(C)(C)c1nnc(N/N=C/c2ccc(Br)cc2)n(N)c1=O |
| ? | . | CCN(CC)c1ccc(NC(=O)CSc2n[nH]c(-c3ccco3)n2)cc1 |
| -5% | -2 | Cc1ccc2cc(/C=N/NC(=O)c3ccccc3O)c(Cl)nc2c1 |
| ? | . | CC(C)c1ccc(NC(=O)COC(=O)c2ccc(CN3CCCC3=O)cc2)cc1 |
| 8% | 2 | CCCC/C=C1\CCc2c([nH]c3ccccc23)C1=O |

The listing continues:
SMILES | Lipid storage S3 | Lipid storage S3 cell count max
CC(=O)c1ccc2c(c1)N(C)c1ccccc1S2 | 4% | 3
C/C(=N\NC(=O)c1cccs1)c1cccnc1 | 0% | 21
COc1cc(C(=O)Nc2cc(C(F)(F)F)ccc2N2CCOCC2)ccc1O | 1% | .
CCOc1cc(/C=C2/SC(=O)N(CC(=O)N3CCc4ccccc4C3)C2=O)ccc1OCC(=O)O | -9% | 3
Cc1ccccc1N=C1Nc2ccccc2CS1 | 22% | -2
O=C(c1cc(N2CCOCC2)c(F)cc1[N+](=O)[O-])N1CCOCC1 | 16% | 9
CN(C)S(=O)(=O)c1ccc(NC(=O)c2cccnc2)cc1 | 6% | 4
COc1ccc2nc(NC(C)=O)sc2c1 | -6% | -11
CN(C(=O)CSc1nnc(-c2c[nH]c3ccccc23)o1)C1CCS(=O)(=O)C1 (stereo unspecified) | ? | .
CC(C)(C)c1ccc(C(=O)NCC(=O)NNC(=O)c2ccccc2O)cc1 | ? | .
CC1CCN(C(=O)c2nc[nH]c2C(=O)OCCNC(=O)OC(C)(C)C)CC1 | ? | .
COc1ccccc1OCCNC(=O)CCNC(=O)c1ccccc1Cl | i | 27
CC(c1ccncc1)C(C)c1ccncc1 (stereo unspecified) | 0% | 19
Cc1cc(C)c(C(=O)Cn2nc(C)c([N+](=O)[O-])c2C)cc1C | ? | .
COc1cc2cc(CN(CCCN3CCOCC3)C(=O)Nc3ccccc3F)c(=O)[nH]c2cc1OC | 4% | 6
CC(C)n1cc(/C=N/NC(=O)COc2cccc3cccnc23)c2ccccc21 | ? | .
COc1ccc(CC(=O)N/N=C/c2cc([N+](=O)[O-])cc(Br)c2O)cc1 | 12% | 12
CNc1oc(-c2ccc(F)cc2)nc1S(=O)(=O)c1ccccc1 | i | 11
CN(C(=O)c1cccnc1)c1nnc(-c2cnccn2)s1 | -7% | -2
CC1Cc2cc(/C(O)=C3/C(=O)C(=O)N(CCN4CCOCC4)C3c3ccc(N(C)C)cc3)ccc2O1 (stereo unspecified) | 1% | -5
CCN=C1SC(CC(=O)Nc2ccc(C)cc2)C(=O)N1CC (stereo unspecified) | 10% | -8
CSCc1cc(N(C)C)nc(SCc2ccc(Cl)cc2Cl)n1 | ? | .
Cc1ccc(S(=O)(=O)N2CCN(C(=O)CSc3ccc(F)cc3)CC2)cc1 | ? | .
CCN(Cc1nc2cc(Cl)ccc2c(=O)[nH]1)C(=O)COc1ccccc1Cc1ccccc1 | ? | .
N/C(=N\OC(=O)c1cccc2ccccc12)c1ccc(Br)cc1 | 10µM* | 18*

(continued)
SMILES | Lipid storage S3 | Lipid storage S3 cell count max
CN(CC(=O)Nc1ccccc1C(F)(F)F)C(=O)C1CC1 | ? | .
Cc1cc(C)nc(NC(=NCCc2c[nH]c3ccccc23)NC(=O)Nc2cccc([N+](=O)[O-])c2)n1 | ? | .
COC(=O)c1ccc(CSc2nnc(N)s2)o1 | ? | .
CCN=C1SC(C(=O)Nc2cc(Cl)cc(Cl)c2)CC(=O)N1CC (stereo unspecified) | i | 0
O=[N+]([O-])c1ccc(-n2nncc2-c2ccccc2)cc1 | 0% | 2
Cc1nc2ccccc2nc1N1CCCCC1 | -9% | -12
Cc1cccc(C(=O)N2CCCCCC2)c1 | i | .
CCC(C)N(C(=O)c1csnn1)C(C(=O)NC(C)(C)C)c1ccccc1 (stereo unspecified) | i | 24
COc1ccc(OCc2cc(C(=O)NC3Cc4ccccc4C3)no2)c(Cl)c1 | ? | .
CCn1c(CNC(=O)c2cccc(C)c2)nnc1SCC(=O)NC1CCCCC1C (stereo unspecified) | -2% | -15
COC(=O)c1ccccc1NC(=O)c1cc2ncc(Br)cn2n1 | ? | .
O/N=C(/CCc1ccccc1)C1(O)CCCCC1 | ? | .
Cc1cccn2c(=O)c3cc(C(=O)NC(C)c4ccccc4)c(=N)n(CCCn4ccnc4)c3nc12 (stereo unspecified) | ? | .
CCNC(=O)CN(c1ccccc1)S(=O)(=O)c1ccc(Cl)cc1 | ? | .
Cc1cc(Cl)ccc1OC(C)C(=O)NC(C)C1CCCO1 (stereo unspecified) | i | -11
CN1C(=O)C(C)(C)c2cc(S(=O)(=O)N3CCCC(C(=O)NCc4ccc(F)cc4)C3)ccc21 (stereo unspecified) | 0% | -8
COc1ccc(C/C(C)=N/NC(=S)Nc2ccccc2)cc1 | ? | .
CC[n+]1oc(-c2ccccc2)cc1C | ? | .
COc1cc(NC(=O)C2CC(c3c(F)cccc3Cl)=NO2)c(OC)cc1Cl (stereo unspecified) | 16% | -7
COc1ccccc1-c1nnc(NC(=O)c2ccccc2F)o1 | ? | .
Cc1cc(C(=O)NC2CCCc3ccccc32)no1 (stereo unspecified) | ? | .
CC1(C)CC(NC(=O)Cc2ccc(Cl)cc2)CC(C)(C)N1 | ? | .
NCCCC[C@H]1CNC(=S)N1CC1(c2ccccc2)CC1 | 0% | 8
COc1ccc(-c2nc3c4ccccc4ccn3c2CN2CCCCC2)cc1OC | -2% | -1
COc1cccc2cc(C(=O)N3CCN(C(=O)c4ccccc4)CC3)c(=O)oc12 | -5% | -1

Later entries
SMILES | Lipid storage S3 | Lipid storage S3 cell count max
Nc1ccc(-c2ccc(N)cc2C(F)(F)F)c(C(F)(F)F)c1 | ? | .
Cc1nnc(SCC(=O)Nc2ccc(Br)cc2)n(N)c1=O | ? | .
CCOC(=O)c1cc(C(=O)n2cc(Cl)cn2)nn1C | ? | .
CN(C)N1C(N)=C(C#N)C(c2cccc3ccccc23)C2=C1CC(c1ccccc1)CC2=O (stereo unspecified) | ? | .
Cc1ccc(CN2CCC(CNS(=O)(=O)c3ccc(-c4ccc(=O)[nH]n4)s3)CC2)cc1 | ? | .
Cc1onc(-c2ccccc2)c1C(=O)N1CCN(C(=O)c2ccco2)CC1 | i | .
COCc1nnc(NC(=O)c2ccc(S(=O)(=O)N(CC(C)C)CC(C)C)cc2)o1 | ? | .
CCOC(=O)c1c(NC(=O)C2=C(C)NC(=S)NC2c2ccccc2C(F)(F)F)sc(C)c1C (stereo unspecified) | ? | .
CCOc1ccccc1OCCCNCc1ccccc1 | 27% | 2
CCOn1c(=O)c(-c2ccc(Cl)cc2)[n+]([O-])c2ccccc21 | ? | .
CC(C)(C)NC(=O)/C(=C\C=C\c1ccccc1)NC(=O)c1ccc([N+](=O)[O-])cc1 | 1% | -5
COc1ccc(Cl)cc1N(CC(=O)N1CCN(Cc2ccccc2)CC1)S(C)(=O)=O | ? | .
Cc1ccc(C(=O)CCC(=O)OCC(=O)Nc2c(C)nn(-c3ccccc3)c2C)cc1 | ? | .
CC(C)(CNC(=O)C1CCCC1)CNC(=O)C1CCCC1 | ? | .
Cc1cc([N+](=O)[O-])nn1CC(=O)Nc1cccc2nonc12 | 28% | 22
COCCNC(=O)c1ccc2c(Cl)c3c(nc2c1)CCC3 | 12% | 5

This is a subset (hit frequency here may not be typical).
